TrxR1 substrate: substrates of rat thioredoxin reductase 1; O89049; purified TrxR1 substrate turnover, NADPH consumption readout; Potency, µM (doses to about 114 µM), for inactives: top-dose activity change, negative = substrate turnover; 390,000 compounds, 0.01% hits; AID 588456; note: % is set by controls: 0 for no effect and ±100 for the full control effect; nearly all actives have a fitted effect of over 50% in size
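Rat TrxR1, dispensed at 90 nM, was prereduced with 400 uM NADPH (final) for 5 min at ~22 deg C, then incubated with compound 15 min before 400 uM selenite. A first-read NADPH fluorescence drop versus no-compound background flagged substrates.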
IDH1 R132H inh: human IDH1 R132H inhibition; O75874; IDH1-R132H enzyme, NADPH consumption, diaphorase/resazurin fluorescence; Potency, µM (top dose mostly 76.6 µM), for the others: top-dose activity change, negative = inhibition, actives largely listed as inhibitors; 390,000 compounds, 0.093% hits; note: % is set by controls: 0 for no effect and ±100 for the full control effect; nearly all actives have a fitted effect of over 65% in size
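IDH1-R132H (0.5 ug/mL) preincubated 30 min with compound, then NADPH (0.016 mM) and alpha-KG (2 mM) added; 80 min at RT, pH 7.5. Remaining NADPH coupled via diaphorase/resazurin to fluorescence (540/590 nm); concentration-response curves normalized to no-enzyme control.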
Vif-APOBEC3G blk: blocks the Vif interaction with human APOBEC3G; HeLa A3G-eYFP + Vif (tagged APOBEC3G with the HIV-1 protein that degrades it), YFP fluorescence, overnight; Potency, µM (series often up to 46.1 µM), without a hit: at the highest dose activity, negative = active, most hits filed as inhibitors; Q9HC16; AID 602310; 410,000 compounds, 0.076% hits;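 note: % is set by controls: 0 for no effect and ±100 for the full control effect; nearly all actives have a fitted effect of over 60% in size; hits raise eYFP signal because A3G escapes Vif-driven loss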
Target sequence (Q9HC16 whole entry, looked up): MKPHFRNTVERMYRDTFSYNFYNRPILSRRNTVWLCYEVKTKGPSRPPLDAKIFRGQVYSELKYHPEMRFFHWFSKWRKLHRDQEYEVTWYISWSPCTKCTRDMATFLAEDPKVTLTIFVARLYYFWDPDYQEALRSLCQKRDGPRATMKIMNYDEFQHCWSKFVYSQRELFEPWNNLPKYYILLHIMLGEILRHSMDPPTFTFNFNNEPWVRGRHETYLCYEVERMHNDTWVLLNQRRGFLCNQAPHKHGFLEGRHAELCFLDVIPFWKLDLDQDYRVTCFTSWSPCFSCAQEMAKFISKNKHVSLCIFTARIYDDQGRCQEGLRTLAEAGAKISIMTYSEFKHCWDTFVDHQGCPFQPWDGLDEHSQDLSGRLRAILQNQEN
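Read-out is eYFP fluorescence (Ex 488/Em 500-530) from Vif-expressing HeLa A3G-eYFP cells; more signal means A3G escaped Vif-mediated degradation. Cells plated overnight, compound pinned in, incubated overnight at 37 deg C.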
USP1 inh: USP1/UAF1 (human) deubiquitinase inhibition; 390,000 compounds, 0.23% hits; recombinant USP1/UAF1, Ub-Rhodamine cleavage fluorescence; O94782; Potency, µM (top dose mostly 57.1 µM), inactives show at the highest dose activity change, negative = inhibition, most hits filed as inhibitors; note: % is set by controls: 0 for no effect and ±100 for the full control effect; nearly all actives have a fitted effect of over 60% in size; inactives centre near -12
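In this screen, compounds sit with the deubiquitinase complex (1nM) for 15 min at room temperature before Ub-Rho is added at 150nM final. Fluorescence rise is then followed for 6 reads every 60 seconds.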
RXFP1 agonist: RXFP1 (human) receptor agonism | Q9HBX9 | HEK293T-RXFP1 cAMP TR-FRET, 30 min; response scale: percent of porcine relaxin response, buffer zero | Potency, µM (series often up to 57.5 µM), for the others: at the top dose activation, hits mostly activators | 370,000 compounds, 0.3% hits | AID 2676; note: % is set by controls: 0 for no effect and ±100 for the full control effect; nearly all actives have a fitted effect of over 60% in size; many of its hits are not listed in these tables
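cAMP rise read by TR-FRET after 30 min, 37C compound exposure (up to 58 uM) in RXFP1-transfected HEK293 cells with Ro 20174 present. EC50 from Hill-equation fits, with 29 nM porcine relaxin as 100% and buffer as basal.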
rTrxR1 inhibitor: inhibitors of rat thioredoxin reductase 1; O89049; recombinant rTrxR1, NADPH fluorescence consumption, selenite substrate; Potency, µM (titrated, usually from 114 µM), for the others: top-dose activity change, negative = inhibition, actives largely listed as inhibitors; 390,000 compounds, 1% hits; note: % is set by controls: 0 for no effect and ±100 for the full control effect; nearly all actives have a fitted effect of over 65% in size
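Rat TrxR1 (90 nM in the dispensed reagent) was pre-reduced with 400 uM NADPH for 5 min at room temperature, then incubated with compound for 15 min. After 400 uM selenite was added, NADPH fluorescence (Ex 340/Em 450 nm) was followed for 8 min.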
RGS4 inhibitor: human RGS4 inhibition. P49798. Transcreener GDP fluorescence polarization, RGS4-accelerated GTP hydrolysis. Potency, µM (titrated, usually from 114 µM), for inactives: at the top dose activity change, negative = inhibition, hits mostly inhibitors. 390,000 compounds, 0.039% hits. AID 504845; note: % is set by controls: 0 for no effect and ±100 for the full control effect; nearly all actives have a fitted effect of over 75% in size; some results filed as inactive show a strong effect at the top dose
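MLSMR compounds (23 nl, pin-transferred) preincubated 10 min at room temperature with a 500nM (2x) first reagent, then RGS4 at 900nM (2x) plus Transcreener GDP mix added; fluorescence polarization (620/688 nm) read before and after 90 min at 30 °C.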
12-LOX inh: blocks human arachidonate 12S-lipoxygenase; Potency, µM (highest dose often 108 µM), without a hit: at the highest dose activity change, negative = inhibition, hits mostly inhibitors; AID 1671190; 580,000 compounds, 1.1% hits; purified 12hLO, xylenol orange hydroperoxide absorbance; note: % is set by controls: 0 for no effect and ±100 for the full control effect
Target sequence (P18054 whole entry, looked up): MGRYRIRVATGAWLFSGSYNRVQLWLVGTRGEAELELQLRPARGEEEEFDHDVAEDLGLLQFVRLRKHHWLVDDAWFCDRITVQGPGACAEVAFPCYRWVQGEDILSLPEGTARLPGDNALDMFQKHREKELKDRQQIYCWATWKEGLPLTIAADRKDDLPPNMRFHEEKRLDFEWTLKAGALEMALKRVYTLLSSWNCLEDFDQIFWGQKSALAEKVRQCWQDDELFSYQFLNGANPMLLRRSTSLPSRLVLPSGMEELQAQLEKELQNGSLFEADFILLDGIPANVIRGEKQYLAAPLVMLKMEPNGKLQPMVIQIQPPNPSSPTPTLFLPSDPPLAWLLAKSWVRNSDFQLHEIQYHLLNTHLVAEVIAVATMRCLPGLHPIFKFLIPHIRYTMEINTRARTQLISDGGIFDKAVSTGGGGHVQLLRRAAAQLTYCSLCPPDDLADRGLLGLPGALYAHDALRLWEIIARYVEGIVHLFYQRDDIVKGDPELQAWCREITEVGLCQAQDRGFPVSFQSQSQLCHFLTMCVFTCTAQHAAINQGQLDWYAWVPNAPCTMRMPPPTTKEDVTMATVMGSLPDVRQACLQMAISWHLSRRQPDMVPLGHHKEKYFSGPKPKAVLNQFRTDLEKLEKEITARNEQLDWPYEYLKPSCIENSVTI
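Hydroperoxide product was detected by ferrous iron/xylenol orange as the 573 to 405 nm absorbance ratio. Arachidonic acid at 40 uM (final) was turned over for 30 min at room temperature by 150 nM human 12hLO, pH 7.0 Hepes buffer, after 15 min compound preincubation.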
Vif-A3F inh: Vif-A3F binding inhibition. HeLa A3F-eYFP + Vif (tagged APOBEC3F with the HIV-1 protein that degrades it), YFP fluorescence increase. Potency, µM (top dose mostly 46.1 µM), without a hit: top-dose activity, negative = active. 390,000 compounds, 0.2% hits. AID 602313; note: % of control where 0% means no effect; nearly all actives have a fitted effect of over 65% in size
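HeLa cells stably expressing Vif plus C-terminally eYFP-tagged A3F were seeded, incubated overnight at 37 deg C, dosed with compound, incubated overnight again at 37 deg C. Yellow fluorescence (Ex 488/Em 500-530) reported blocked Vif-mediated A3F-eYFP degradation.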
Active calls of the source: *; i = inactive; ? = inconclusive; · = no result given; & = joins results of further samples; [ ] = dose if it differs, or a comment. Calls come from the whole dose curve; as a rule, active = well fitted curve in the direction sought with a large enough effect; inconclusive = small, poorly fitted or top-dose-only effect, or another doubt; inactive = no such curve, though single readings can be large; an effect the other way counts as inactive or inconclusive. Potency is the fitted concentration of half-maximal effect. This is a subset; count on the stated rates, not on these rows.

canonical_smiles	TrxR1 substrate	IDH1 R132H inh	Vif-APOBEC3G blk	USP1 inh	RXFP1 agonist	rTrxR1 inhibitor	RGS4 inhibitor	12-LOX inh	Vif-A3F inh
O=C(Cn1cc(C(F)(F)F)cc(Cl)c1=O)NCC1COc2ccccc2O1 (configuration not stated)	-1%	-4%	0%	-24%	2.9%	16%	5%	165%[activator]	9%
CCCCn1c(C(C)O)nc2ccccc21 (configuration not stated)	-7%	-1%	0%	-3%	0.2%	-16%	-9%	0%	-3%
CC(=O)Nc1ccc(NC(=O)C2(C)CC2(Cl)Cl)cc1 (configuration not stated)	-4%[57.1 µM]	-1%	-1%	-6%	-0.5%	14%[57.1 µM]	?	0%	9%
CCOc1cc(C(=S)N2CCOCC2)ccc1OS(=O)(=O)c1ccccc1	-12%	3%	-3%	-19%	-0.3%	-7%	13%	-3%	1%
Cc1ccc(S(=O)(=O)N(C(=O)c2ccncc2)c2ccc(OC(=O)c3ccncc3)c3ccccc23)cc1	-2%[57.1 µM]	5%	0%	-5%	1.6%	-38%	-44%	-27%	1%
O=C(COC(=O)c1ccc2ccccc2n1)Nc1ccccc1F	-2%	0%	-9%	-7%	·	8%	11%	?	?
O=C(O)CCc1ccc(-c2ccc(F)cc2)n1CC1CCCO1 (configuration not stated)	35%[activator]	3%	-2%	-15%	0.1%	-13%	22%	0%	0%
Cc1ccc(C(=O)Nc2nnc(-c3cccs3)s2)cc1C	17%	10%	0%	5%	13%	-11%	13%	8%	-7%
CC(OC(=O)Cc1c(F)cccc1Cl)C(=O)NC1(C#N)CCCCC1 (configuration not stated)	21%	-1%	1%	-6%	-0.3%	0%	-7%	0%	1%
COc1ccc(/C=C2\N=C(C)OC2=O)cc1[N+](=O)[O-]	2%[57.1 µM]	-5%	-5%	-9%	1.8%	?	-16%	0%	0%
COC(=O)c1ccc(C2c3[nH]c4ccccc4c3C[C@H]3C(=O)N(C4CCN(Cc5ccccc5)CC4)CC(=O)N23)cc1 (some centres not stated)	-1%	0%	1%	-5%	2.6%	14%	2%	-5%	4%
O=C(Nc1ccc(F)cc1)C1CCN(C(=O)NCc2ccccc2)CC1	8%[0.0914 µM]	8%	0%	-4%	-0.7%	1%[57.1 µM]	3%	-13%	-5%
O=C(NC1CC2CCC(C1)N2C(=O)NCc1ccccc1)NC12CC3CC(CC(C3)C1)C2 (configuration not stated)	8%	0%	0%	-10%	-0.8%	20%	12%	0%	5%
CC(C)CN(C(=O)c1nn(C)c(=O)c2ccccc12)c1nc2ccccc2s1	-2%	0%	1%	5%	1.3%	10%	-6%	15%&-9%	-5%
CNCCNC[C@H](Cc1cccc2ccccc12)NCCc1ccccc1	4%	3%	6%	-13%	·	-15%	-2%	-1%	5%
CCc1c(OC(C)=O)c2ccccc2n(C)c1=O	-13%	9%	1%	2%	0.1%	-19%	20%	4%	0%
Cc1cccc(C)c1NC(=S)NCCCN1CCCC1=O	-7%	2%	0%	-1%	1.0%	-13%	11%	-26%	-8%
Cc1cccc2c(C(=O)O)cc(-c3cccnc3)nc12	17%[57.1 µM]	4%	1%	-18%	1.0%	15%[57.1 µM]	-11%	37%&-13%&-11%[activator]	-1%
CCCCC(=O)Nc1cc(OCC)c(NC(=S)NC)cc1OCC	-8%	0%	-1%	-10%	0.8%	-16%	1%	-4%	-4%
COc1ccc(CC(C(=O)Nc2cccc(F)c2)c2nn[nH]n2)c(OC)c1 (configuration not stated)	10%[57.1 µM]	2%	-8%	-13%	3.2%	5%	-3%	0%	-5%
CC(C)(O)c1ccc2c(c1)CCC1C(C)(C(=O)O)CCCC21C (configuration not stated)	0%[57.1 µM]	-7%	1%	-9%	0.0%	-13%[57.1 µM]	-8%	11%	-2%
CN1CCN(CC(=O)Nc2sc3c(c2C(=O)Nc2ccccc2)CCCC3)CC1	6%	-5%	1%	-4%	2.7%	13%	-8%	?	5%
Cc1ccccc1-c1nc(CS(=O)(=O)CC(=O)NCC(C)c2ccccc2)c(C)o1 (configuration not stated)	-3%	6%	-3%	-8%	1.5%	9%	-11%	-1%	-14%
O=C1c2ccccc2CN1C(CO)c1ccccc1 (configuration not stated)	2%	5%	-2%	-1%	0.3%	4%	-2%	0%	-13%
O=C1N(Cc2ccccc2)c2ccc(Cl)cc2C1(O)c1c[nH]c2ccccc12 (configuration not stated)	-6%	7%	-25%	-28%	1.0%	5%	-8%	?	-9%
Cc1onc(-c2ccccc2)c1C(=O)NCC(O)c1ccccc1 (configuration not stated)	2%	-6%	0%	-2%	-3.3%	6%	-24%	280%[activator]	-8%
COc1ccc(NC(=O)c2ccccc2F)cc1Cl	16%[57.1 µM]	9%	0%	-26%	1.0%	13%[57.1 µM]	16%	i	-8%
CN(C)CCOc1ccc(-c2c(-c3ccccc3)sc3ccccc23)cc1	6%	8%	0%	-23%	·	24%	15%	-13%	8%
Cc1ccn(CCC(=O)N2CCCC(N3CCN(c4ccccc4C)CC3)C2)n1 (configuration not stated)	·	13%	0%	-17%	·	·	·	5%	-7%
C=C(C)COc1ccc(-c2ncncc2-c2ccc(Br)cc2)c(O)c1	7%[57.1 µM]	6%	-3%	-4%	1.6%	2%[57.1 µM]	-3%	6%	-18%
Cc1ccc(S(=O)(=O)Nc2ccc(C(OC(=O)c3ccccc3[N+](=O)[O-])(C(F)(F)F)C(F)(F)F)cc2)cc1	-15%	-5%	-10%	-2%	-0.3%	2%	23%	-28%	?
COc1ccc(OC)c(NC(=O)c2nc(S(=O)(=O)Cc3ccc(F)cc3)ncc2Cl)c1	1%	0%	-12%	-21%	5.5%	0.71µM*	?	0%	7%
CC(C)c1cc(C(=O)OCC(=O)N2CCN(C(=O)c3ccco3)CC2)c(O)c(C(C)C)c1	3%	3%	0%	-7%	0.1%	-5%	-15%	?	-2%
COc1ccc(-n2nc(C(=O)NCC(=O)N3CCCC3)c3ccccc3c2=O)cc1	16%[57.1 µM]	28%	-2%	-15%	5.3%	32%[57.1 µM]	12%	-6%	-35%
NS(=O)(=O)c1ccc(CCNC(=O)C(=O)Nc2cc3c4c(c2)CC(=O)N4CCC3)cc1	-6%	5%	3%	-18%	-0.1%	-4%	-36%	-1%	3%
CC(C)Oc1ccc(C(=O)N2CCN(CCc3ccccn3)CC2)cc1	-1%	-3%	5%	?	-0.9%	17%	23%	-28%	3%
O=C(N[C@H](Cc1cc(=O)[nH]c2ccccc12)C(=O)O)c1ccc(Cl)cc1	12%	4%	1%	-10%	3.3%	21%	13%	?	3%
Cc1cccnc1NC(=O)Cn1c(=O)oc2ccccc21	6%	-3%	-10%	-8%	-2.9%	19%	4%	-4%	2%
CCOc1ccc2nc(N3CCCC(C(=O)NC4CCCC4)C3)sc2c1 (configuration not stated)	-6%	0%	1%	-32%	-0.3%	2%	-8%[56.9 µM]	3%	1%
CCN(CC)CCOC(=O)c1ccc(NC(=O)c2cn(-c3ccccc3)nc2-c2cccs2)cc1	3%[57.1 µM]	-2%	-1%	-22%	-0.2%	13%[57.1 µM]	?	?	0%
O=C(CSc1nc2ncccc2[nH]1)NCc1ccco1	-5%	-6%	3%	-20%	6.1%	-14%	-18%	9%	-2%
CC(=O)c1ccccc1OCC(=O)Nc1cccc(S(=O)(=O)N2CCCC2)c1	-6%	-5%	2%	0%	0.3%	8%	29%	1%	11%
CCOC(=O)C1(c2ccccc2)SC(C(=O)OCC)(c2ccccc2)S1 (configuration not stated)	·	13%	4%	-19%	·	·	·	?	-4%
COc1ccc(NC(=O)Cc2c(C)n(C(=O)c3ccc(Cl)cc3)c3ccc(OC)cc23)cc1	4%	0%	1%	-20%	-0.1%	15%	-20%	-24%	8%
COc1ccc(C(c2c(O)nc(SC)n(C)c2=O)c2c(O)nc(SC)n(C)c2=O)cc1O	-7%	3%	-2%	-17%	3.3%	?	-12%	6%	1%
O=c1c2oc3ccccc3c2n(Cc2ccccc2Cl)c(=O)n1Cc1ccco1	0%	0%	1%	11%	-3.0%	?	-17%	-24%	-2%
Cc1cc(C(F)(F)F)c2c(C)nn(CCc3nn[nH]n3)c2n1	138%[activator]	1%	-1%	-15%	0.8%	-21%	-4%	-2%	-8%

By substructure, the compounds so far with an aryl thioether with sulfur outside any ring.
canonical_smiles	TrxR1 substrate	IDH1 R132H inh	Vif-APOBEC3G blk	USP1 inh	RXFP1 agonist	rTrxR1 inhibitor	RGS4 inhibitor	12-LOX inh	Vif-A3F inh
O=C(CSc1nc2ncccc2[nH]1)NCc1ccco1	-5%	-6%	3%	-20%	6.1%	-14%	-18%	9%	-2%
COc1ccc(C(c2c(O)nc(SC)n(C)c2=O)c2c(O)nc(SC)n(C)c2=O)cc1O	-7%	3%	-2%	-17%	3.3%	?	-12%	6%	1%

Screening results deposited in PubChem BioAssay by National Center for Advancing Translational Sciences (NCATS).
